# TbREL1 inh: TbREL1 inhibition, primary screen. inhibition, % at 9.66 µM. TbREL1 RNA ligation, FRET fluorescence. 89,000 tested, 0.49% active. AID 1117264. P86926;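 active = inhibition above the mean inhibition across all screened compounds plus 3 SD, cut at about 11% in these data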;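 note: 0% = plate median of test wells and 100% = NSC42067 control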
# Target sequence (P86926 whole entry, looked up): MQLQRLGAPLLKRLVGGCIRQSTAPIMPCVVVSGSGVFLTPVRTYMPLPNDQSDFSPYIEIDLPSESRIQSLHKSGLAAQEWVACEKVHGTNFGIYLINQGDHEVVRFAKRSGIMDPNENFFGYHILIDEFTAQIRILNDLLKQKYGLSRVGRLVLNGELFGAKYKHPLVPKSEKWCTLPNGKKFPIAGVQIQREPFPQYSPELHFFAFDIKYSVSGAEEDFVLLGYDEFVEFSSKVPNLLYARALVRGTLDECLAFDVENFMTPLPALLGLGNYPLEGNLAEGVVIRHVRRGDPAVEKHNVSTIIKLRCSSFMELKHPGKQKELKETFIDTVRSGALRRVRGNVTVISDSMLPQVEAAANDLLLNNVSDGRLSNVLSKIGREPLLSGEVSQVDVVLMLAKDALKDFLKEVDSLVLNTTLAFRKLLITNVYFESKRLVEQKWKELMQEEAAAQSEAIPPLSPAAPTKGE
# * marks the source's active call; other numbers are inactive results. This is a subset. The share of hits here may be higher or lower than overall.
# The opening 6 compounds, ahead of the listing:
SMILES,TbREL1 inh
CC1(c2ccc(OC(F)F)cc2)NC(=O)N(CC(=O)Nc2ccc3c(c2)OCO3)C1=O (stereo not drawn),-3
Cc1cc(OCC(=O)NC(C)C)cc(C)c1Br,-3
COc1ccc(C(=O)Nc2nncs2)c(OC)c1,0
COc1ccccc1-n1ccnc(SCC(=O)NCCc2ccccc2)c1=O,0
CN(Cc1ccccc1)C(=O)c1[nH]cnc1C(=O)Nc1nccs1,0
CC(=O)Oc1ccccc1Cn1c(C)c(C(=O)NCc2ccccc2C(F)(F)F)sc1=O,-3

# The whole of this part (from the top)
SMILES,TbREL1 inh
CC1(c2ccc(OC(F)F)cc2)NC(=O)N(CC(=O)Nc2ccc3c(c2)OCO3)C1=O (stereo not drawn),-3
Cc1cc(OCC(=O)NC(C)C)cc(C)c1Br,-3
COc1ccc(C(=O)Nc2nncs2)c(OC)c1,0
COc1ccccc1-n1ccnc(SCC(=O)NCCc2ccccc2)c1=O,0
CN(Cc1ccccc1)C(=O)c1[nH]cnc1C(=O)Nc1nccs1,0
CC(=O)Oc1ccccc1Cn1c(C)c(C(=O)NCc2ccccc2C(F)(F)F)sc1=O,-3
COCCN(CC(=O)Nc1cc(Cl)ccc1-n1cncn1)Cc1nc2ccccc2c(=O)[nH]1,0
Cc1ccc(Cl)cc1NC(=O)COC(=O)C12CC3CC(CC(C3)C1)C2,2
COc1cc(C(=O)NCC(c2cccs2)N2CCOCC2)cc(Br)c1OCc1ccccc1 (stereo not drawn),0
O=C(NCCCN1CCCC1=O)c1cc2ccccc2o1,4
CCN(C(=O)c1ccc2c(c1)OCO2)C12CC3CC(CC(C3)C1)C2,6
COc1ccc(/C=C(\NC(=O)c2ccccc2)C(=O)NCc2ccco2)cc1OC,-1
COc1ccc(C(=O)N2CCN(S(=O)(=O)c3ccc(Br)cc3)CC2)cc1,-2
CN(C)CCCNC(=S)NCc1ccc(Cl)cc1,2
N#CCCN(C(=O)COC(=O)C1CCN(S(=O)(=O)c2ccccc2C(F)(F)F)CC1)c1ccccc1,6
CN(Cc1ccc(Cl)cc1)C(=O)COC(=O)CSc1ccc([N+](=O)[O-])cc1,1
CCCCCCC1CC(=O)NC(=S)N1 (stereo not drawn),-2
CCC(=O)N1N=C(c2ccc(C)cc2)CC1c1ccco1 (stereo not drawn),-1
COc1ccc(N2C(=O)C3CCCN3C2c2ccccc2OC)cc1 (stereo not drawn),0
CC(=O)NC1(c2nnnn2CCOC(=O)Nc2ccc(Cl)cc2)CCCCC1,-3
Cc1onc(-c2c(F)cccc2Cl)c1C(=O)N1C=CC(C(F)(F)Cl)=NCC1,-3
Cc1ccc(S(=O)(=O)N(C)c2ccc(OCC(=O)Nc3nc4c(ccc5ccccc54)s3)cc2)cc1,2
CCNC(=O)CC1C(=O)N(c2ccc(F)cc2)C(=O)N1CCC(C)C (stereo not drawn),0
COc1ccc(-n2c(-c3ccccc3)nnc2-c2ccc(Cl)cc2)cc1,-4

# Exported with bars between the fields: part of the list above
Compound | TbREL1 inh
Cc1onc(-c2c(F)cccc2Cl)c1C(=O)N1C=CC(C(F)(F)Cl)=NCC1 | -3
CN(C)CCCNC(=S)NCc1ccc(Cl)cc1 | 2

# (further entries)
SMILES,TbREL1 inh
COc1ccc(CCN2CC(C(=O)Nc3ccccc3F)CC2=O)cc1OC (stereo not drawn),0
Cn1c(-c2ccc(Cl)cc2)cnc1N,-4
COc1ccccc1[C@@H]1C(c2ccccc2)=NN(c2ccc(Br)cc2)[C@H]1C(=O)N1CCOC1=O,5
CCSc1nnc(NC(=O)COc2ccc3ccccc3c2)s1,-2
Cc1ccc(S(=O)(=O)N2CCC(C(=O)OC(C)C(=O)NCc3ccc4c(c3)OCO4)CC2)cc1 (stereo not drawn),-1
COc1ccc2ccccc2c1CN1CCN(C)CC1,0
C=CCC[C@@H](Cc1ccc(F)cc1)C(=O)OC[C@H](Cc1c[nH]c2ccccc12)NC(=O)[C@@H](CC=C)CC(=O)N[C@H](CO)Cc1ccccc1,-2
O=C(Nc1ccc(Br)cc1)c1ccc(-n2cnnn2)cc1,-3
COCCCn1cc(CN2CC(N3CCCC3)CS2(=O)=O)nn1 (stereo not drawn),3
COc1ccc(-n2c(=S)[nH]c3cc(C(=O)NCc4ccc(F)cc4)ccc3c2=O)c(OC)c1,-5
CC(C)(C)c1cc(NC(=O)Nc2ccc(Cl)cc2Cl)no1,5
C=CCOC(=O)CSCC(NC(=O)OC(C)(C)C)C(=O)OCC (stereo not drawn),2
CN1CCCN(C(=O)CNC(=O)Cc2ccccc2)CC1,-3
Cn1c(N/N=C/c2ccccc2)nc2sc3c(c2c1=O)CCC3,-3
CC(C)c1ccc(NC(=O)C2CCCN(S(=O)(=O)c3cnc[nH]3)C2)cc1 (stereo not drawn),-1
O=c1[nH]c(/C(Cl)=C/c2cccc(F)c2)nc2cc(C(F)(F)F)ccc12,4
CCCC1CCC2(CCCN2CCOC(=O)Nc2ccc(F)cc2)CC1 (stereo not drawn),1
COC(=O)[C@]12C[C@H](CC(=O)N3CCN(C(=O)c4ccco4)CC3)C(=O)N(CCc3ccc(OC)c(OC)c3)C1=C[C@H](C(C)C)O[C@@H]2C1CC1,-4
O=C(CN(C(=O)CCC(=O)Nc1ccccn1)c1cccc(F)c1)NCc1ccc(F)cc1,-1
CCOc1ccc2ccccc2c1C(=O)Nc1cc(=O)n(C)c(=O)n1C,-1
N#Cc1ccc(CN2CCN(c3ccc(S(=O)(=O)N4CCCC4)cn3)CC2)cc1,-1
CCc1ccc(-c2nn(-c3ccccc3)cc2C2SCC(=O)N2Cc2ccco2)cc1 (stereo not drawn),-1
c1ccc(CCn2nnc(-c3ccc(N4CCOCC4)cc3)n2)cc1,-1
Cc1ccc([C@@H]2[C@@H]3C(=O)N(C)C(=O)[C@@H]3[C@]3(C)C(=O)N(Cc4ccccc4)CC(=O)N23)o1,-1

# By substructure: the entries above containing a cyano group.
SMILES,TbREL1 inh
N#CCCN(C(=O)COC(=O)C1CCN(S(=O)(=O)c2ccccc2C(F)(F)F)CC1)c1ccccc1,6
N#Cc1ccc(CN2CCN(c3ccc(S(=O)(=O)N4CCCC4)cn3)CC2)cc1,-1

# Additional entries:
SMILES,TbREL1 inh
CC1CCN(c2nc3ccc(C(=O)NCCCN4CCCCC4)cc3s2)CC1,4
CCOc1ccc(N2C(=O)CC(Sc3nc(-c4cccs4)cc(C(F)(F)F)c3C#N)C2=O)cc1 (stereo not drawn),-3
Cc1ccc(CN2CCCCC(NC(=O)c3ccc(COc4ccccc4)cc3)C2=O)cc1 (stereo not drawn),-2
C=CCn1c(SCC(=O)Nc2nnc(CC)s2)nnc1-c1ccco1,-1
Cc1ccccc1Nc1nnc(SCC(=O)N(C)C2CCS(=O)(=O)C2)s1 (stereo not drawn),-1
COC(C[C@@H](O)C[C@@H](O)[C@H](C)OCc1ccccc1)OC,0
CN(C(=O)CSc1nnnn1-c1ccc(O)cc1)C1CCCCC1,-1
COC(=O)c1cc(OC)c(OC)cc1NC(=O)c1ccc(OC)cc1,-1
Cc1ccc2oc(=O)cc(/C=C/c3ccccc3)c2c1,4
CCNc1nc(NCC)nc(N(C)n2cnnc2)n1,-1
Cc1ccc(Oc2ccc(C(F)(F)F)cc2[N+](=O)[O-])c([N+](=O)[O-])n1,3
CCOC(=O)C1CCN(C(=O)C(C)(C)NC(=O)Nc2ccc(F)c(F)c2)CC1,-3
CC(=O)NC(Cc1ccccc1)C(=O)NC1CCN(C(=O)c2cnccn2)CC1 (stereo not drawn),1
CC[C@@H](C)[C@@H](C(=O)N1CCN(C(=O)OC(C)(C)C)CC1)n1cc(CCC(=O)O)nn1,-1
Cc1ccc(C)c(OCC(=O)Nc2ccc3c(c2)OCO3)c1C,0
Cn1c(-c2ccc(F)cc2)cnc1SCC(=O)Nc1ccccc1N1CCOCC1,-1
Cc1cc(NC(=O)c2ccc(-c3ccccc3F)o2)no1,0
CC(C)CC1NC(=O)c2ccccc2-n2c1nc1ccc(F)cc1c2=O (stereo not drawn),0
Cc1ccc(-c2n[nH]c(=S)n2-c2ccccc2)cc1,-4
COCCn1nnnc1C(C(C)C)N(Cc1ccccc1)Cc1cc2cc(OC)ccc2[nH]c1=O (stereo not drawn),4
Cc1cccc(C)c1Cn1c(C)c(C(=O)NCCC#N)sc1=O,-1
CC(NC(=O)COc1cccnc1[N+](=O)[O-])c1ccc(F)cc1 (stereo not drawn),3
CC(=O)N[C@@H](C)CCc1ccc(Oc2ccc(OC(C)C)nc2)cc1,-6
Cc1c(NC(=O)c2cccc(NC(=O)COc3cccc(Br)c3)c2)c(=O)n(-c2ccccc2)n1C,-3
C/C(=N\NC(=O)C1(C)CC1(Br)Br)c1cccc(NC(=O)c2ccc(C)o2)c1 (stereo not drawn),1
CNS(=O)(=O)c1ccc2c(c1)NC(=O)C1CCCN21 (stereo not drawn),-1
Cc1nc(C)c(C(=O)Nc2cccc(C)c2C)o1,-2
CCN(CC)CCOc1ncnc2c1oc1ccccc12,-1
Clc1ccc(OCc2nc(-c3ccccn3)no2)c(Br)c1,1
CCOc1ccc(NC(=O)CSc2nnc(Cn3c(=O)sc4ccccc43)n2C)cc1,0
Cc1ccc(-c2c(C(=O)NNC(=S)NCC3CCCO3)csc2C)cc1 (stereo not drawn),-8
C[C@@H](Oc1ccccc1)c1nnn(Cc2ccccc2)c1-c1c([C@@H](C)Oc2ccccc2)nnn1Cc1ccccc1,0
COc1ccc2c(c1)c(CC(=O)Nc1ccc(C)cc1)c(C)n2C(=O)c1ccc(Cl)cc1,0
CN(c1ccc(F)cc1)S(=O)(=O)c1ccc(Cl)c(C(=O)Nc2ccncc2)c1,5
COC(=O)c1c(-c2ccc(N(C)C)cc2)sc2ccc(OC)cc12,-3
Cc1ccsc1CNS(=O)(=O)c1ccc(F)cc1,-2
c1ccc2c(c1)cnc1ccccc12,6
CCOc1ccc(OCCCC(=O)N2CCN(S(=O)(=O)c3ccccc3C#N)CC2)cc1,-3
Cc1ccc(S(=O)(=O)N2CCOCC2)cc1C(=O)OCC(=O)N1CCc2ccccc2C1,-3
O=S1(=O)c2c(cccc2N2CCC[C@H]2CO)O[C@@H]2CCN1C2,1
CC(=O)N/C(=C\c1ccccc1)C(=O)OCC(=O)NC(C)C12CC3CC(CC(C3)C1)C2 (stereo not drawn),2
CC(=O)Nc1ccccc1C(=O)N1CC(C)OC(C)C1 (stereo not drawn),2
CCC(=O)N1CCc2cc(S(=O)(=O)CCC(=O)Nc3c(C)n(C)n(-c4ccccc4)c3=O)ccc21,-3
CC(C)Oc1ccc(/C(O)=C2/C(=O)C(=O)N(Cc3cccnc3)C2c2ccco2)cc1 (stereo not drawn),-5
Cc1onc(-c2ccccc2)c1C(=O)N1CCCC1,1
CCOC(=O)N1CCC(N(CCN(C)C)C(=S)Nc2ccccc2OCC)CC1,-4
C=CCC[C@@H](Cc1ccc(F)cc1)C(=O)O[C@H](CNC(=O)[C@H](CC=C)CC(=O)N(CCO)Cc1ccccc1)c1ccccc1,-1
CC(=O)NC(Cc1c[nH]c2ccccc12)C(=O)Nc1ccc2c(c1)OCO2 (stereo not drawn),-1
N#Cc1ccc(CN2CCN(C(=O)Cn3nc(C(N)=O)c4ccccc4c3=O)CC2)cc1,1
C=CC[C@H]1CC(C)=C[C@H](CC=C)N1C(=O)c1cc(COc2ccccc2SC)on1,-3
COc1cc(C2/C(=C(\O)c3ccc4c(c3)OCCO4)C(=O)C(=O)N2Cc2ccco2)ccc1O (stereo not drawn),-5
CC(C(=O)Nc1ccc(O)cc1)c1cccc(C(=O)c2ccccc2)c1 (stereo not drawn),-1
CCCC(=O)Oc1ccccc1C1SCc2cc(C)c(C)cc2CS1,0
CCN(CC)c1nc2ccccc2[nH]c1=O,1
O=[N+]([O-])c1ccccc1NS(=O)(=O)c1ccccc1,1
Cc1noc(C)c1COC(=O)C1(c2cccc(F)c2)CCCC1,-1
COC(=O)c1ccccc1NC(=O)CN(c1ccccc1)S(=O)(=O)N(C)C,-2
COc1ccc(C2C(C(=O)N3CCCC3)c3cc(OC)c(OC)cc3C(=O)N2C)cc1OC (stereo not drawn),-3
Cc1cc(-c2ccc(S(=O)(=O)Nc3ccc(C#N)cc3)s2)on1,4
O=C(NC1CCCCC1)c1c2c(nc3ccccc13)CCC2,0

# The list continues.
SMILES,TbREL1 inh
Cc1ccc(NC(=O)CCC(=O)N2CCOCC2)nc1,0
CCCCCn1cnc2sc(CC)cc2c1=O,2
CN(C)c1ccc(S(=O)(=O)c2ccc(Cl)cc2)cc1,-1
Cc1ccc(C(=O)Cc2nc3ccccc3[nH]2)cc1,-1
Cc1ccc(-c2cc3nc(-c4ccccc4)cc(N4CCC5(CC4)OCCO5)n3n2)cc1,-1
CCN1C(=O)N[C@H](c2ccccc2)C(C(C)=O)=C1C,1
CC(C)CC(/C(O)=C(\C#N)c1nc2ccccc2[nH]1)N1C(=O)c2ccccc2C1=O (stereo not drawn),-1
Nc1c(Cl)cc(-c2csc(N3CCCC3c3nc4cc(Cl)c(Cl)cc4n3CCOCCO)n2)cc1Cl (stereo not drawn),-5
CCc1nc2ccc(C(=O)Nc3ccc4c(c3)OCC(=O)N4)cn2c1N(C)C(=O)C1CCCCC1,0
NC(=O)CSc1nc2c(sc3ccccc32)c(=O)n1CCCN1CCOCC1,1

# Exported with the structure last: part of the list above.
TbREL1 inh	Molecule
-4	Cc1ccc(-c2n[nH]c(=S)n2-c2ccccc2)cc1
4	COCCn1nnnc1C(C(C)C)N(Cc1ccccc1)Cc1cc2cc(OC)ccc2[nH]c1=O (stereo not drawn)
-1	Cc1cccc(C)c1Cn1c(C)c(C(=O)NCCC#N)sc1=O
3	CC(NC(=O)COc1cccnc1[N+](=O)[O-])c1ccc(F)cc1 (stereo not drawn)
